# Mm-Cpn inhibitor – inhibitors of Methanococcus maripaludis chaperonin (MmCpn) | purified Mm-Cpn ATPase, ADP Transcreener TR-FRET | AID 504842 | Potency, µM (titrated, usually from 76.9 µM), for inactives: top-dose activity, negative = inhibition, most hits filed as inhibitors | hit rate 0.031% among 330,000; further: potency means the concentration at half of the fitted maximal effect; on the % scale 0 is the no-effect control and ±100 the full control effect; nearly all actives have a fitted effect of over 80% in size
#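 Quantitative HTS used 25 nM Mm-CPN and 10 uM ATP in magnesium/KCl Tris buffer, pH 7.4, with 1 mM DTT. Hydrolysis ran 30 min at 37°C; ADP was read by HTRF.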
# Akt phos inh – Akt phosphorylation inhibition; Neuro2A IGF-stimulated pAkt S473 HTRF, 20 min; stronger effect = lower value; hit rate 0.32% among 360,000; activity change, % for hits at 50 µM; AID 651550; in the data active means activity change below about -80%; inconclusive means mostly about -51% to -80%; further: on the % scale 0 is the no-effect control and ±100 the full control effect
#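 Neuro2A cells (4,500/well, DMEM with 0.5% FBS) were treated with compound at a single 50 µM final concentration, stimulated with 6 nM IGF for 20 min at 37 °C, and lysed. Phospho-Akt Ser473 was read by HTRF as 665/615 ratio ×10^4.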
# PTHR1 ag – PTHR1 (human) receptor agonism; hit rate 0.075% among 410,000; AID 743266; Q03431; Potency, µM (top dose mostly 115 µM), for inactives: at the top dose activation, actives largely listed as activators; HEK293 GP2 PTHR1 cells, GloSensor cAMP luminescence, 1 h; further: potency means the concentration at half of the fitted maximal effect; nearly all actives have a fitted effect of over 55% in size; some results filed as inactive show a strong effect at the top dose; inactives centre near -15; many of its hits are not listed in these tables
# Target sequence (Q03431 whole entry, looked up): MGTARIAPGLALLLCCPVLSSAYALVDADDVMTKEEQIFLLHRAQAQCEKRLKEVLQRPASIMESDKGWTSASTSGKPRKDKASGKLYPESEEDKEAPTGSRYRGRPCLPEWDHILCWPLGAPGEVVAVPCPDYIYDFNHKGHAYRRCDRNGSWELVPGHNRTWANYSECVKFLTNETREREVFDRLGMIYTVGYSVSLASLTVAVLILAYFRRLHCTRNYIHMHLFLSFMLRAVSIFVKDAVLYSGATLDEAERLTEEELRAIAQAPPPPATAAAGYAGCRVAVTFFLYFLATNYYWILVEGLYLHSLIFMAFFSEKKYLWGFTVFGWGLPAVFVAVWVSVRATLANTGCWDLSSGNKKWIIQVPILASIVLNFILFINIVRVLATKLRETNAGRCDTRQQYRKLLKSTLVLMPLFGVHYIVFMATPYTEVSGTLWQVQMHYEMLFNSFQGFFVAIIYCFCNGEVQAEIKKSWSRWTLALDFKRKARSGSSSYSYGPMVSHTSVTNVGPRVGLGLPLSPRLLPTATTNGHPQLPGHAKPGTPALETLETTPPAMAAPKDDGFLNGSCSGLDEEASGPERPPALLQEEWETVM
#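 HEK-293-derived GP2 cells expressing PTHR1 and a GloSensor cAMP reporter, 3,000/well, plated overnight, given luciferin plus IBMX (each 0.5 mM as added) for 1 h at 37 °C, then compound for 1 h at 37 °C. Luminescence was read after 15 min at room temperature.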
# GLP-1R inv ag – inverse agonists of human GLP-1 receptor; AID 624417; P43220; Potency, µM (top dose mostly 38.3 µM), for the others: at the highest dose activity change, negative = inhibition, actives largely listed as inhibitors; hit rate 1.6% among 410,000; HEK293 GLP-1R CRE-luciferase, luminescence, 24 h; GLP-1R form is constitutively active; further: potency means the concentration at half of the fitted maximal effect; on the % scale 0 is the no-effect control and ±100 the full control effect; nearly all actives have a fitted effect of over 55% in size
# Target sequence (P43220 whole entry, looked up): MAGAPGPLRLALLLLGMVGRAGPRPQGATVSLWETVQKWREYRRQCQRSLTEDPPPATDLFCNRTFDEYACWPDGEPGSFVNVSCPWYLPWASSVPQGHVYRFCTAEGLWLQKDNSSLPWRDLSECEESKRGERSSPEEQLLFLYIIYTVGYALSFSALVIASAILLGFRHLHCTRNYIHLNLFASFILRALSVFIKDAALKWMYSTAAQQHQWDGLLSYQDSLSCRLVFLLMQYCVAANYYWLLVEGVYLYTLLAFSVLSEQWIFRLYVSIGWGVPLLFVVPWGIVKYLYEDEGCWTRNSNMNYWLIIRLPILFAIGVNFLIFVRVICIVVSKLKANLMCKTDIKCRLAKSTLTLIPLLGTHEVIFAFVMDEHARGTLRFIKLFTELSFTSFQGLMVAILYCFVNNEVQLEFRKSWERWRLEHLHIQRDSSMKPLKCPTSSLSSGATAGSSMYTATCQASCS
#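 qHTS in 1536-well format: reporter HEK293 cells expressing constitutive GLP-1R activity in DMEM + 10% Nu serum, 24 hr with compounds at 37 deg C, luminescence read after 12 min with detection reagent.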
# TDP-43 yeast inh – rescues yeast growth from TDP-43 toxicity; hit rate 1.8% among 410,000; Potency, µM (highest dose often 46.1 µM), for the others: at the highest dose growth rescue (activation), usual class: activators; AID 652104; TDP-43 expressing yeast growth rescue, BacTiter-Glo, 24 h; further: potency means the concentration at half of the fitted maximal effect; % of control where 0% means no effect; nearly all actives have a fitted effect of over 50% in size
#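 Yeast expressing TDP-43 (pregrown in raffinose, seeded at OD600=0.02 in galactose medium) exposed to compounds 24 hr at 30 deg C. Growth read by BacTiter-Glo luminescence; rescue of toxicity appears as increased signal.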
# FUS suppressor – suppressors of FUS proteinopathy in yeast | hit rate 0.24% among 390,000 | Potency, µM (doses to about 76.6 µM), for inactives: at the highest dose growth rescue (activation), usual class: activators | S. cerevisiae FUS-expressing, growth rescue, OD600, 24 h;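 further: potency means the concentration at half of the fitted maximal effect; plate controls were DMSO vehicle for no effect and reference control for full effect; nearly all actives have a fitted effect of over 55% in size; some results filed as inactive show a strong effect at the top dose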
#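 Yeast FUS proteinopathy model; galactose-induced FUS (2%), starting OD 0.005. Cpds in dilution series, 24hr, 30C, 99% humidity. Abs 600 nm growth. Pos ctrl CP55940 (top 92uM final); neg ctrl DMSO.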
# aSyn rescue – inhibitors of alpha-synuclein toxicity in yeast; Yeast expressing alpha-synuclein, growth rescue, BacTiter-Glo, 24 h; Potency, µM (highest dose often 46.1 µM), inactives show at the top dose growth rescue (activation), hits mostly activators; hit rate 0.14% among 370,000; further: potency means the concentration at half of the fitted maximal effect; % of control where 0% means no effect; nearly all actives have a fitted effect of over 65% in size
#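 Readout is rescue of growth in alpha-synuclein-expressing yeast, so inhibitors of toxicity appear as activators. Growth after 24 hr at 30 deg C in galactose medium is quantified by luminescence.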
# GLP1R cytotox – cytotoxic in the GLP-1 receptor inverse agonist counter-screen | HEK293 cAMP-luciferase reporter cells, luminescence, 24 h | Potency, µM (top dose mostly 38.3 µM), inactives show at the top dose activity change, negative = inhibition, most hits filed as inhibitors | hit rate 0.13% among 410,000 | AID 624418;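 further: loss of luciferase light is scored as toxicity; potency means the concentration at half of the fitted maximal effect; on the % scale 0 is the no-effect control and ±100 the full control effect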
#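 Luminescence readout: signal drop marks cytotoxicity. Plated cells grew 12 h at 37 °C, 5% CO2, received 23 nL compound for 24 h, then got luciferase reagent, read after 12 min at RT.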
# Abeta yeast res – restores growth of yeast expressing A-beta42 peptide; Potency, µM (top dose mostly 46.1 µM), for inactives: top-dose growth rescue, usual class: activators; hit rate 0.063% among 410,000; yeast expressing A-beta42, growth rescue, OD600, 48 h; response scale: 0% DMSO, 100% iron-clioquinol control; further: potency means the concentration at half of the fitted maximal effect; nearly all actives have a fitted effect of over 55% in size
#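 Yeast growth medium received pinned compounds, then yeast cells expressing toxic A-beta were added; plates incubated at 30 C for 48 hr. Growth read as absorbance at 600 nm, normalized to DMSO and equimolar FeCl3 plus clioquinol controls.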
# Numbers without * were called inactive; i = inactive; ? = inconclusive; · = no result given; & = joins results of further samples; [ ] = remark or other dose. Unless noted, the call rests on the fitted dose curve; in most records, active means well fitted curve in the direction sought with a large enough effect; inconclusive means small, poorly fitted or top-dose-only effect, or another doubt; inactive means no such curve, though single readings can be large; an effect the other way counts as inactive or inconclusive.
SMILES,Mm-Cpn inhibitor,Akt phos inh,PTHR1 ag,GLP-1R inv ag,TDP-43 yeast inh,FUS suppressor,aSyn rescue,GLP1R cytotox,Abeta yeast res
COc1ccc(-c2csc(Nc3ccc(S(=O)(=O)Nc4cc(C)on4)cc3)n2)cc1,-4%,i,i,32%[activator][7.66 µM],0%,?,-1%,5%[7.66 µM],15%
O=C1c2ccccc2N2C(=O)c3ccccc3C2N1Cc1ccccc1 (stereo unspecified),0%,i,-3%,?,26%,2%,-1%,-15%,-28%
CCOc1cc2[nH]c(=S)n(CCN3CCC(C)CC3)c(=O)c2cc1OCC,-1%,·,-21%,-14%,-1%,5%,·,-6%,4%
NC(=O)NCCN1CCN(c2ncc(C(F)(F)F)cc2Cl)CC1,1%,i,-10%,-39%,-13%,1%,?,-3%,-19%
c1ccc(-c2noc(C34CC5CC(CC(C5)C3)C4)n2)cc1,2%,i,-28%[57.5 µM],?,-3%,-9%,-27%,-5%,17%
Cn1nnnc1CCOCCc1nnnn1C,1%,i,i,4%,21%,-37%,-9%,0%,2%
O=C(c1ccc(COc2ccccc2)o1)N1CCN(S(=O)(=O)c2ccccc2Cl)CC1,-5%,i,-29%,?,16µM*,23%,0%,3%,-8%
Cc1cc(=O)oc2c(C)c(OCC(=O)NCC3CCC(C(=O)O)CC3)ccc12 (stereo unspecified),3%,i,?,8%,16%,7%,-9%,-8%,5%
O=C(OCC(=O)N1CCc2ccccc21)c1cccc(S(=O)(=O)N2CCCc3ccccc32)c1,2%,i,i,?,-5%,·,4%,15%,4%
O=C1C(=O)N(CCCN2CCOCC2)C(c2ccc([N+](=O)[O-])cc2)/C1=C(/O)c1ccc2c(c1)OCO2 (stereo unspecified),1%,i,2%,27%,0%,10%,-9%,-6%,6%
COc1cccc(NC(=O)c2cnc(SC)nc2C)c1,?,i,-2%,10%,-9%,-16%,1%,1%,-3%
CCCCCC(=O)NNC1=NCC(Cc2ccccc2)S1 (stereo unspecified),4%,i,-1%,-5%,1%,0%,1%,5%,4%
S=C(Nc1ccccc1)c1ccccn1,-2%&-3%,i,-13%[57.5 µM],?,?,?,-10%,-71%,-15%
COC(=O)CCCC1=CC2=C(c3ccccc3)C(=O)C(C)(OC(=O)C3CCCC3)C(=O)C2=CN1c1ccccc1 (stereo unspecified),1%,i,3%,13%,-1%,21%,-5%,2%,-4%
CCn1nc(NS(=O)(=O)c2ccc(C)cc2)c2cc3ccccc3nc21,-3%,i,i,-6%,-16%,27%,-3%,-1%,-10%
CCOc1ccc(NC(=O)CC2SC(N)=NC2=O)c([N+](=O)[O-])c1 (stereo unspecified),-2%,i,i,-8%[0.307 µM],2%,9%,3%,12%[0.307 µM],15%
O=c1[nH]c2ccc(S(=O)(=O)Nc3cc(Cl)ccc3O)cc2o1,·,·,21%,-18%,8%,2%,·,-9%,-15%
CCCCC(=O)Nc1cccc(-c2cn3ccccc3n2)c1,1%,i,i,0%,-11%,-4%,-6%,-23%,5%
Cc1cc(C(=O)COC(=O)c2ccc(O)cc2)c(C)n1CC(F)(F)F,1%,i,-40%,?,3%,10%,4%,-12%,9%
CC(C)Oc1ccc(/C=C(\NC(=O)/C=C/c2ccco2)C(=O)NCCc2nc3ccccc3[nH]2)cc1,2%,i,i,-18%,10%,?,-2%,-15%,16%
CC1=C(C(=O)N(C)C)CC(CC(=O)NC2CCCCC2)C(=O)N1CCCN1CCCC1=O (stereo unspecified),·,i,-35%[inhibitor],0%,0%,-25%,3%,-4%,-6%
COc1ccc(CNc2nc(NCc3ccc(OC)cc3)c3ncn(C4CCCC4)c3n2)cc1,1%,i,3%,?,-7%,1%,-1%,-27%,-7%
Nc1c(C(=O)N2CCOCC2)sc2nc3c(cc12)CCC3,-4%,i,-27%,-11%,-5%,-6%,0%,0%,-4%
COc1nccnc1NS(=O)(=O)c1ccc(NC(=S)NC(=O)/C=C/c2ccc(F)cc2)cc1,1%,i,-13%,17%,12%,8%,-1%,18%,-15%
COCCn1c(COc2cccc(OC)c2)nnc1SCC(=O)NC1CCCC1,1%,i,i,6%,14%,-10%,0%,-2%,2%

# Fetched one by one from the list above:
SMILES,Mm-Cpn inhibitor,Akt phos inh,PTHR1 ag,GLP-1R inv ag,TDP-43 yeast inh,FUS suppressor,aSyn rescue,GLP1R cytotox,Abeta yeast res
CC(C)Oc1ccc(/C=C(\NC(=O)/C=C/c2ccco2)C(=O)NCCc2nc3ccccc3[nH]2)cc1,2%,i,i,-18%,10%,?,-2%,-15%,16%
CCOc1ccc(NC(=O)CC2SC(N)=NC2=O)c([N+](=O)[O-])c1 (stereo unspecified),-2%,i,i,-8%[0.307 µM],2%,9%,3%,12%[0.307 µM],15%
CCCCCC(=O)NNC1=NCC(Cc2ccccc2)S1 (stereo unspecified),4%,i,-1%,-5%,1%,0%,1%,5%,4%
Nc1c(C(=O)N2CCOCC2)sc2nc3c(cc12)CCC3,-4%,i,-27%,-11%,-5%,-6%,0%,0%,-4%

# (next part)
SMILES,Mm-Cpn inhibitor,Akt phos inh,PTHR1 ag,GLP-1R inv ag,TDP-43 yeast inh,FUS suppressor,aSyn rescue,GLP1R cytotox,Abeta yeast res
CC1Cc2ccccc2N1CC(=O)Nc1ccc(S(N)(=O)=O)cc1 (stereo unspecified),-1%,i,i,27%,-18%,20%,-1%,12%,-14%
COc1ccc(OC)c(CNc2sc3c(c2C(=O)Nc2cc(OC)ccc2OC)CCCC3)c1,·,·,i,?,-1%,?,·,-20%,-6%
O=C(Nc1ccccc1C(=O)N1CCCCC1)c1cccs1,0%,i,i,2%,21%,-6%,1%,-7%,2%
O=C(NCCCn1ccnc1)/C(=C\c1ccc(Br)cc1)NC(=O)c1ccccc1F,2%,i,6%,-2%,22%,·,1%,-6%,5%
Cn1cc(CN2CCN(CC(C)(C)C)C(CCO)C2)c2ccccc21 (stereo unspecified),-2%,i,-24%,?,-2%,-6%,-7%,-14%,26%
Cc1ccc(-n2c(SCc3ccccc3C)nc3[nH]ncc3c2=O)cc1C,·,·,i,?,23%,?,·,-10%,4%
Cc1ccc(C(=O)Nc2ncc(Cc3ccc(F)cc3)s2)o1,1%,i,-9%[57.5 µM],?,0%,33%,5%,-14%,11%
CCN(CC)CCNCc1cc(Cl)c(OCC(=O)Nc2ccccc2)c(OC)c1,1%,i,-12%,?,9%,-18%,4%,3%,-10%
COCc1cc(=O)n2[nH]c(-c3ccc(C)cc3)cc2n1,0%,i,-4%[57.5 µM],0%,-12%,5%,3%,-8%,2%
CC(Sc1nnc2ccccn12)C(=O)Nc1ncc(Cl)cc1Cl (stereo unspecified),0%,i,i,-1%,-7%,12%,-6%,3%,10%
CC1CCCCN1C(=O)Nc1cccc(Cl)c1 (stereo unspecified),-2%,i,0%[57.5 µM],5%,5%,8%,-4%,3%,-5%
Cc1ccc(C)c(C(=O)Nc2cc(C)nn2-c2nc(C)cc(C)n2)c1,-1%,i,i,?,14%,-19%,-3%,1.8µM*,9%
COc1ccc(N2CCN(CCC(O)c3ccc4ccccc4c3)CC2)cc1 (stereo unspecified),1%,i,i,?,29%,-17%,2%,-21%,7%
COc1cc(C)ccc1OCCSc1nc2ccc(NC(=O)c3ccc(C)cc3)cc2s1,·,·,i,16%,12%,0%,·,3%,-11%
Cc1cccc(C(=O)NC(C)c2ccc(-n3ccnc3)cc2)c1C (stereo unspecified),·,i,i,13%,10%,0%,0%,2%,12%
Cc1cc(C(=O)N/N=C/C=C/c2ccccc2[N+](=O)[O-])c(C)o1,0%,i,i,-17%,10%[9.22 µM],19%,0%,3%,-10%
O=C(N/N=C/c1cc(Br)ccc1O)C(=O)Nc1ccccc1OC(F)(F)C(F)F,-21%,i,-16%[57.5 µM],0%,-6%,14%,10%,13%,-6%
CN(Cc1ccccc1)C(=O)COC(=O)c1cc([N+](=O)[O-])ccc1N1CCOCC1,1%,i,i,39%[activator],23%,6%,1%,-5%,16%
CC(C)[C@H](NC(=O)c1ccco1)C(=O)N(C)Cc1ccc(C(F)(F)F)cc1,0%,i,i,?,1%,19%,2%,2%,-4%
O=[N+]([O-])c1cccc(-c2ncc3ccccn23)c1,0%,i,i,56%[activator],-3%,11%,-5%,17%,-18%
Cc1ccsc1/C=N/Nc1nc2ccccc2[nH]1,-6%,i,-31%[inhibitor],?,4%,16%,12%,?,8%
CC(C)OCCCN1CC(=O)N2C(c3cccc([N+](=O)[O-])c3)c3[nH]c4ccccc4c3C[C@H]2C1=O (stereo partly specified),-1%,i,-19%,?,12%,?,4%,2%,3%
O=S(=O)(Nc1ccc2c(c1)OCCO2)c1ccc2oc3ccccc3c2c1,0%,·,i,0%,?,35%,25µM*,-21%,-6%
Cc1ccc(S(=O)(=O)N2CCN(CC(O)COc3ccccc3)CC2)cc1 (stereo unspecified),1%,i,-10%,?,17%,-14%,-1%,5%,7%
CCOC(=O)c1cc(-c2ccccc2C)nn1Cc1cc(CC)no1,1%,i,-34%[inhibitor],-2%,16%,12%,24%,-3%,-9%
C=C1CCN(C(C(=O)OC)C(C)C)S(=O)(=O)c2ccc(F)cc21 (stereo unspecified),-1%,i,14%,?,15%,-20%,13%,13%,-2%
Cn1c(/C=C/c2ccccc2)nc2ccccc21,1%,i,-94%[inhibitor],4.5µM*,-40%[inhibitor],-13%,-9%,-16%,-48%[inhibitor]
O=C(NC(=S)Nc1ccc(CN2CCOCC2)cc1)c1cc2ccccc2o1,-3%,i,-9%,14%,-5%,-4%,0%,-13%,4%

# Screening data (PubChem)

# This is a subset; the hit share may differ from the screen's.
